Screening data (PubChem BioAssay)
RGS4-Gao reg = human RGS4-Galphao interaction regulation | binding response (% of control), % at 10 µM | 220,000 tested, 0.33% active | Multiplexed bead flow cytometry, RGS4-Galphao binding; actives lie on both sides | P09471; in the data active = binding response below about 49% or above about 150%; inactive = in between;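 note: fluorescent Galphao activated with aluminum fluoride binding bead-coupled RGS4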
Target sequence (P09471 whole entry, looked up): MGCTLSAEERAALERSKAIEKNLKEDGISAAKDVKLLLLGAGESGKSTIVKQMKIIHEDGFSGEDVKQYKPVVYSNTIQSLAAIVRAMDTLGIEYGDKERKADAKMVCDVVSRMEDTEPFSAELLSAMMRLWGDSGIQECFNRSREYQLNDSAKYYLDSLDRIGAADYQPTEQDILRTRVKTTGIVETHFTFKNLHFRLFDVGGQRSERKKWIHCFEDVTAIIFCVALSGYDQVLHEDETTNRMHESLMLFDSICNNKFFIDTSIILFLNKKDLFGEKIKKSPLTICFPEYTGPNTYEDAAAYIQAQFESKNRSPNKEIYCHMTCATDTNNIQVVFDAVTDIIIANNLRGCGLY
ABCG2 inh = human ABCG2 inhibition, ABCB1 as counter-screen; Q9UNQ0; IgMXP3 cells, JC-1 efflux, flow cytometry; inhibition, % at 6.6 µM; 190,000 tested, 0.1% active; AID 1325;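 active = inhibition above 80%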;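 note: 0% = DMSO and 100% = nicardipine control wells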
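Test system: IgMXP3 (ABCG2) plus far-red-tagged CCRF-Adr (ABCB1) cells. Reagent: JC-1 dye as substrate. Timing: 10 min exposure at 25 °C with rotation, no wash. Measured by: flow cytometric JC-1 green MFI at 530 nm. Read-out: percent efflux inhibition, scaled nicardipine 100% to DMSO 0%. Control set: nicardipine and DMSO wells.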
Bim-Bcl-B = disrupts Bim peptide binding to human Bcl-B; Q9HD36; bead-based flow cytometry; inhibition, % at 10 µM; 190,000 tested, 0.073% active; AID 951;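 note: 0% = tracer peptide without compound and 100% = reference inhibitor peptide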
Bcl-W Bim block = disrupts Bim peptide binding to human Bcl-W; bead-based flow cytometry; inhibition, % at 10 µM; Q92843; 190,000 tested, 0.02% active;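 note: 0% = bound tracer without compound and 100% = peptide blocker; higher means less fluorescent Bim peptide bound to Bcl-W beads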
RGS7-Gao reg = human RGS7-Galphao interaction regulation; binding response (% of control), % at 10 µM; 220,000 tested, 0.35% active; P09471; Multiplexed bead flow cytometry, RGS7-Galphao binding; actives lie on both sides; in the data active = binding response below about 49% or above about 150%; inconclusive = no clear call, values can overlap the other calls; inactive = in between;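 note: fluorescent Galphao held in activated GDP-AlF4 state binding bead-coupled RGS7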
GSH fluor = compound fluoresces at 488/530 nm on GSH beads; GSH beads flow cytometry, compound fluorescence 488/530 nm; hits give high values; fluorescence (KMESF) at 10 µM; AID 1776; 190,000 tested, 0.25% active; in the data active = fluorescence above about 89;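 note: glutathione beads carrying GST-tagged Bcl family fusion proteins plus one bare bead set; values are compound well signal with DMSO vehicle wells as background; inactives centre near 16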
ABCB1 inh = human ABCB1 inhibition, ABCG2 as counter-screen; 190,000 tested, 0.067% active; CCRF-Adr cells, JC-1 efflux, flow cytometry; P08183; AID 1326; inhibition, % at 6.6 µM; in the data active = inhibition above about 40%;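 note: 0% = vehicle and 100% = reference inhibitor; higher value means more JC-1 retained so stronger ABCB1 efflux block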
Bim-Bfl-1 = inhibitors of Bim-Bfl-1 interaction, human; 190,000 tested, 0.12% active; Bead-based flow cytometry, Bim-Bfl-1 binding inhibition; inhibition, % at 10 µM; Q16548;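 note: 0% = wells without compound plus tracer and 100% = blocker peptide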
Bcl-XL Bim block = inhibitors of Bim-Bcl-XL interaction, human. Q07817. Bim peptide-Bcl-XL binding, bead flow cytometry, fluorescence. inhibition, % at 10 µM. 190,000 tested, 0.04% active. AID 1007
Target sequence (Q07817 whole entry, looked up): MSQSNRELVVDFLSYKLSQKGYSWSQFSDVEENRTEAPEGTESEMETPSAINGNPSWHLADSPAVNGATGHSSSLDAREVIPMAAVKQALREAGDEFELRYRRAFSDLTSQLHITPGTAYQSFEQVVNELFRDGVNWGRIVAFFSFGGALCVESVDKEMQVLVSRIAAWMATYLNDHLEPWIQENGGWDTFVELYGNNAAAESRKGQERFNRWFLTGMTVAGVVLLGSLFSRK
RGS8-Gao reg = regulators of human RGS8-Galphao interaction; P09471; multiplexed bead flow cytometry, RGS8-Galphao binding; actives lie on both sides; response (percent of control binding), % at 10 µM; 220,000 tested, 0.34% active; in the data active = response below about 60% or above about 140%; inactive = in between;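 note: Galphao activated as the GDP aluminium fluoride complex binding bead-coupled RGS8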
Bim-Bcl-2 = inhibitors of Bim-Bcl-2 interaction, human | P10415 | Bead-based flow cytometry, Bim peptide-Bcl-2 binding | inhibition, % at 10 µM | 190,000 tested, 0.06% active; in the data active = inhibition above about 40%; inconclusive = no clear call, values can overlap the other calls;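 note: 0% = no compound wells with probe peptide and 100% = reference peptide inhibitor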
Target sequence (P10415 whole entry, looked up): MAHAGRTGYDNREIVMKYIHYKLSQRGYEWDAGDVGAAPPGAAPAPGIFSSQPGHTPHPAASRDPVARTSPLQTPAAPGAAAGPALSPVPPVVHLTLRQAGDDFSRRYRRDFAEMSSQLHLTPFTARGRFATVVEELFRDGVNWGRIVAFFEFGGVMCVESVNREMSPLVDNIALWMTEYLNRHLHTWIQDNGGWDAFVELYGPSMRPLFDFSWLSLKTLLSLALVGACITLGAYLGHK
* hit, by the source's call; u = inconclusive. Cut-off read from the data, not from the text of the source, unless noted: active = inhibition above about 40%.

SMILES	RGS4-Gao reg	ABCG2 inh	Bim-Bcl-B	Bcl-W Bim block	RGS7-Gao reg	GSH fluor	ABCB1 inh	Bim-Bfl-1	Bcl-XL Bim block	RGS8-Gao reg	Bim-Bcl-2
CC(NC(=O)CC(c1ccccc1)c1cc(Cl)ccc1O)c1ccccc1 (stereo not drawn)	102	3	3	0	101	7	0.3	14	0	105	7
CCOC(=O)c1c(C)c(C(=O)NCCCOC(C)C)c(C)n1C	92	4	-5	-4	101	24	1.1	-2	-1	104	-7
O=C(COC(=O)c1ccc(Cl)c(S(=O)(=O)N2CCCC2)c1)NCc1cccs1	103	11	-1	-1	100	12	0.9	-1	-2	101	0
Cc1cc(C)c(OCCCCCNCCO)c(C)c1	99	3	-3	0	97	25	1.3	-16	0	101	-10
CCN(C(=O)CSc1nncn1-c1ccccc1)c1c(N)n(Cc2ccccc2)c(=O)[nH]c1=O	99	3	-7	-5	99	10	0.7	-16	-3	103	-6
COc1cc(C(=O)Nc2ccc(S(=O)(=O)NC(C)C)cc2)cc(OC)c1OC	102	82*	-4	4	98	34	1.9	-14	-6	101	-6
CCC(CC)C(=O)Nc1cccc(-c2nc3ccccc3o2)c1	102	1	-12	-1	102	27	0.4	-14	4	105	-11
Cn1c(NNC(=O)c2ccc(C(C)(C)C)cc2)cc(=O)n(C)c1=O	101	0	-12	-5	103	20	0.1	-17	-11	101	-13
Cc1occc1C(=O)NNC(=O)c1ccccc1Br	99	-4	-10	-1	98	7	0.0	1	-5	100	-1
Cc1cccc(-n2nc3c(c2NC(=O)c2ccc(Br)o2)CSC3)c1	105	-2	2	15	104	9	-0.8	0	4	102	1
O=[N+]([O-])c1ccc2cn(-c3ccccc3)nc2c1	103	48	-6	-4	100	10	3.9	-2	-6	102	-2
COc1ccc(-c2cc(C(F)(F)F)c(C#N)c(SCC(=O)Nc3nc(C)co3)n2)cc1	105	1	1	0	102	13	-0.1	1	1	106	-1
CC1COc2ccccc2N1S(=O)(=O)c1ccccc1 (stereo not drawn)	99	0	-1	0	98	25	0.0	-6	-4	102	-1
CC(Sc1ccccc1)C(=O)Nc1cccc(N(C)S(C)(=O)=O)c1 (stereo not drawn)	102	4	0	-1	99	11	0.7	1	-2	100	-3
CCC(=C(c1ccc(OC)cc1)c1ccc(OC)cc1)c1cn(CC(O)CN2CCN(C)CC2)c2ccccc12 (stereo not drawn)	107	3	1	10	110	8	3.3	-1	-3	110	6
COC(=O)c1sccc1NC(=O)c1ccc2c(c1)OCO2	96	6	-4	-2	100	42	0.8	-9	-2	99	-8
O=S(=O)(c1ccc(NC(=S)N/N=C/c2c3ccccc3cc3ccccc23)cc1)N1CCOCC1	102	-12	-17	-1	99	9	-1.5	0	2	100	3
Cc1cc(NC(=O)CSc2ncnc3sccc23)no1	93	2	-3	-1	u	16	0.4	-3	-2	95	-1
O=C1CC(c2ccco2)CC(O)=C1C=NCCN1CCNCC1 (stereo not drawn)	101	0	-5	2	107	32	1.1	-8	-3	106	-5
O=S(=O)(O)C1CCNCC1	104	7	1	1	107	20	1.4	3	0	100	7
Oc1ccccc1CNn1cnnc1	100	15	-1	-1	95	19	1.5	-3	-2	101	-4
COc1ccc(CCN(C(=S)Nc2ccccc2)C2CC(=O)N(c3ccccc3)C2=O)cc1 (stereo not drawn)	88	2	-4	-4	87	27	0.0	-2	-1	93	-2
CCNS(=O)(=O)c1ccc(CCC(=O)NCCc2ccc(OC)cc2)cc1	99	4	-4	0	99	14	0.4	0	-2	100	-3
Cc1ccc(C(=O)Nc2ccc3c(c2)OCO3)o1	95	2	-8	2	94	27	0.0	-10	-8	94	-4
c1ccc(-c2nc3nonc3nc2-c2ccccc2)cc1	103	1	-6	2	101	41	-0.9	-9	-11	102	-8
COc1ccccc1OCC(=O)N(Cc1nc(-c2ccccc2)no1)C1CCCCC1	101	11	-8	3	97	41	2.6	-9	-5	102	-9
O=C(N/N=C\c1cc(Br)cs1)C1COc2ccccc2O1 (stereo not drawn)	101	31	-8	-3	103	22	0.8	-19	-10	101	-7
CCOC(=O)c1ccc2c(c1)nc(C)n2CC	104	2	-41	-33	108	53	0.2	-34	-26	106	-36
CC(=O)c1ccc(NC(=O)Nc2ccc3c(c2)N(C)C(=O)CS3)cc1	99	7	-10	-4	100	23	0.5	-16	-8	101	-9
COc1ccccc1C(=O)N1CCN(S(=O)(=O)c2ccccc2)CC1	94	0	-3	0	94	19	0.0	-1	0	98	0
COC(=O)C1CCN(C(=O)COC(=O)c2ccc(OC)c(S(=O)(=O)N3CCCc4ccccc43)c2)CC1	108	0	-5	1	105	15	0.4	-8	-2	101	-3
O=P(OC1CCCCC1)(OC1CCCCC1)C(O)c1ccccc1 (stereo not drawn)	92	1	-8	0	90	9	0.5	-9	-4	93	-8
Cn1cc(C(=O)c2ccc(Cl)cc2Cl)cc1C(=O)N/N=C(\N)COc1ccc(F)cc1	98	3	-2	-3	98	12	0.6	0	-3	102	-2
Cc1ccc(C2CC2c2n[nH]c(=S)n2-c2cccc(C)c2)cc1 (stereo not drawn)	101	-1	-28	-4	99	17	-0.6	1	-3	98	-2
Cc1ccnc(SCc2cc(=O)c(OC(=O)c3cccs3)co2)n1	99	6	-8	0	102	27	1.9	-4	-5	104	-1
Cc1ccc(NC(=O)C2=C(O)CCn3c2nc2ccccc23)cc1	101	1	-3	1	100	12	0.1	-17	-3	103	-4
CCC(=O)Nc1cc2[nH]c(=O)cc(C)c2cc1C	104	0	0	2	105	20	0.1	-4	0	103	0
O=C(Nc1ccc(Cl)c(Cl)c1)N1CCSCC1	92	12	-2	-5	94	19	0.5	1	-4	80	19
CCC(C)(C)NC(=O)C(c1ccccc1)N(C(=O)c1csnn1)C1CC1 (stereo not drawn)	103	11	-6	-3	100	14	1.7	-2	-8	108	-2
Cc1ccc2cccc(SCC(=O)N3CCOCC3)c2n1	100	0	-8	2	99	13	0.1	-9	-1	102	-9
COc1ccc(CNC(=O)C2CCCN2)cc1OC (stereo not drawn)	104	0	-5	-2	104	10	0.0	-5	0	101	-2
CSc1ccccc1NC(=O)c1cnccn1	99	18	-7	-2	99	34	0.2	-21	-5	98	-12
Cc1cc(Cl)ccc1OCCCC(=O)NN	90	0	-5	-1	91	15	0.1	-6	0	99	-3
COc1cccc(N2CCN(C(=O)CCSCc3ccccc3F)CC2)c1	101	8	1	0	104	24	1.2	-4	3	101	-1
O=C(Nc1ccccc1C(=O)N1CCOCC1)c1cccnc1	104	1	-3	-3	103	11	0.2	0	-2	100	-4
O=C(O)c1cc(S(=O)(=O)NCc2ccco2)c(Cl)cc1Cl	100	2	1	-1	103	27	0.4	0	-1	103	0
CC1CN(C(=O)C(C)N2CCN(c3cccc(Cl)c3)CC2)CC(C)O1 (stereo not drawn)	103	4	-5	0	106	17	1.6	0	0	103	2
O=C1CC(Cc2ccccc2)C(=O)N1c1ccc(Cl)cn1 (stereo not drawn)	107	2	-5	3	104	6	0.5	-6	0	102	-1
O=C(NC1CCCC1)C1CCC(=O)N1C1CCCC1 (stereo not drawn)	96	2	-7	-4	96	27	0.2	-5	-4	98	-3
NC(=O)c1ccc(Cc2ncc(C(F)(F)F)cc2Cl)s1	100	-1	-11	-1	105	28	-2.7	-11	-5	101	-11
O=C(NCCCN1CCCCCC1)C1CCCN(S(=O)(=O)c2cccc3nsnc23)C1 (stereo not drawn)	104	-1	1	3	99	10	1.1	-5	4	101	-6
COc1ccc(OC)c(NC(=O)c2ccc(NS(C)(=O)=O)cc2)c1	99	11	-4	4	98	40	-0.6	-8	-1	98	-7
COC(=O)CNS(=O)(=O)c1ccc(OC)cc1	102	2	1	-2	104	10	0.7	0	0	100	0
COc1ccc(CCNC(=O)C2CCCN(Cc3nc(-c4ccccc4C)oc3C)C2)cc1OC (stereo not drawn)	107	-5	-1	-4	102	15	0.3	0	-7	102	0
O=c1cc(O)n(-c2ccc(Cl)cc2)c(=S)[nH]1	99	0	-12	0	98	9	0.0	-11	-7	100	-17

In the list so far, ten have a Cl atom.
SMILES	RGS4-Gao reg	ABCG2 inh	Bim-Bcl-B	Bcl-W Bim block	RGS7-Gao reg	GSH fluor	ABCB1 inh	Bim-Bfl-1	Bcl-XL Bim block	RGS8-Gao reg	Bim-Bcl-2
CC(NC(=O)CC(c1ccccc1)c1cc(Cl)ccc1O)c1ccccc1 (stereo not drawn)	102	3	3	0	101	7	0.3	14	0	105	7
O=C(COC(=O)c1ccc(Cl)c(S(=O)(=O)N2CCCC2)c1)NCc1cccs1	103	11	-1	-1	100	12	0.9	-1	-2	101	0
Cn1cc(C(=O)c2ccc(Cl)cc2Cl)cc1C(=O)N/N=C(\N)COc1ccc(F)cc1	98	3	-2	-3	98	12	0.6	0	-3	102	-2
O=C(Nc1ccc(Cl)c(Cl)c1)N1CCSCC1	92	12	-2	-5	94	19	0.5	1	-4	80	19
Cc1cc(Cl)ccc1OCCCC(=O)NN	90	0	-5	-1	91	15	0.1	-6	0	99	-3
O=C(O)c1cc(S(=O)(=O)NCc2ccco2)c(Cl)cc1Cl	100	2	1	-1	103	27	0.4	0	-1	103	0
CC1CN(C(=O)C(C)N2CCN(c3cccc(Cl)c3)CC2)CC(C)O1 (stereo not drawn)	103	4	-5	0	106	17	1.6	0	0	103	2
O=C1CC(Cc2ccccc2)C(=O)N1c1ccc(Cl)cn1 (stereo not drawn)	107	2	-5	3	104	6	0.5	-6	0	102	-1
NC(=O)c1ccc(Cc2ncc(C(F)(F)F)cc2Cl)s1	100	-1	-11	-1	105	28	-2.7	-11	-5	101	-11
O=c1cc(O)n(-c2ccc(Cl)cc2)c(=S)[nH]1	99	0	-12	0	98	9	0.0	-11	-7	100	-17

2 compounds from above, limited to Bim-Bcl-B, RGS7-Gao reg and ABCG2 inh.
SMILES | Bim-Bcl-B | RGS7-Gao reg | ABCG2 inh
CCN(C(=O)CSc1nncn1-c1ccccc1)c1c(N)n(Cc2ccccc2)c(=O)[nH]c1=O | -7 | 99 | 3
COc1cc(C(=O)Nc2ccc(S(=O)(=O)NC(C)C)cc2)cc(OC)c1OC | -4 | 98 | 82*
